TrxR1 substrate: qHTS Assay for Substrates of Mammalian Selenoprotein Thioredoxin Reductase 1 (TrxR1): qHTS | 390,000 compounds, 0.01% hits | purified TrxR1 substrate turnover, NADPH consumption readout | Potency, µM (top dose mostly 114 µM), for inactives: at the highest dose activity change, negative = substrate turnover; further: potency means the concentration at half of the fitted maximal effect; on the % scale 0 is the no-effect control and ±100 the full control effect; nearly all actives have a fitted effect of over 50% in size
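Rat TrxR1, dispensed at 90 nM, was prereduced with 400 uM NADPH (final) for 5 min at ~22 deg C, then incubated with compound 15 min before 400 uM selenite. A first-read NADPH fluorescence drop versus no-compound background flagged substrates.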
Pin1 inh: qHTS Assay to Find Inhibitors of Pin1 | Peptidyl-prolyl cis-trans isomerase NIMA-interacting 1 (Homo sapiens), Q13526 | Pin1 FP peptide displacement, HiFluor488, 10 min | Potency, µM (highest dose often 115 µM), for the others: at the top dose activity, negative = inhibition, usual class: inhibitors | 390,000 compounds, 0.009% hits; active means well fitted inhibition curve with a large enough effect in the polarisation, with a control signal flat, not every such curve was filed as active; inconclusive means small, poorly fitted or top-dose-only effect, or effect the other way, or a change in a side signal; inactive means no such curve, though single readings can be large or run the other way; the % refers to the polarisation; further: potency means the concentration at half of the fitted maximal effect; on the % scale 0 is the no-effect control and ±100 the full control effect
Target sequence (Q13526 whole entry, looked up): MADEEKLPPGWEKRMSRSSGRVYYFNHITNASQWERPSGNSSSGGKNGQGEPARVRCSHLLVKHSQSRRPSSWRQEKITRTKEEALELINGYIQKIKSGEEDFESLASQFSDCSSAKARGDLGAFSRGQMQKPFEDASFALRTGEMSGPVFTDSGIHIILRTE
IDH1 R132H inh: qHTS for Inhibitors of mutant isocitrate dehydrogenase 1 (IDH1): qHTS; Isocitrate dehydrogenase [NADP] cytoplasmic (Homo sapiens), O75874; IDH1-R132H enzyme, NADPH consumption, diaphorase/resazurin fluorescence; Potency, µM (titrated, usually from 76.6 µM), for inactives: at the highest dose activity change, negative = inhibition, actives largely listed as inhibitors; 390,000 compounds, 0.093% hits; further: potency means the concentration at half of the fitted maximal effect; on the % scale 0 is the no-effect control and ±100 the full control effect; nearly all actives have a fitted effect of over 65% in size
Target sequence (O75874 whole entry R132H, stated change not applied): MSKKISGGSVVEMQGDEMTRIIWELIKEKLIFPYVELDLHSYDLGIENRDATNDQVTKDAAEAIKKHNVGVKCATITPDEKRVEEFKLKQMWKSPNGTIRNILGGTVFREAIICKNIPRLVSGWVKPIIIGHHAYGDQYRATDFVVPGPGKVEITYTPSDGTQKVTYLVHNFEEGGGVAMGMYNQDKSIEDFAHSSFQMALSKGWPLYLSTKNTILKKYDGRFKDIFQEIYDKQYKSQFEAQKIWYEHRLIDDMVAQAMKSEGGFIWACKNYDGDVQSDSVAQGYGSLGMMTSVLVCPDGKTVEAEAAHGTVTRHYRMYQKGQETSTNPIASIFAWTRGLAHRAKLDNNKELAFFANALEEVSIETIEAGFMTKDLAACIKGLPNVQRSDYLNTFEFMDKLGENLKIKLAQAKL
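IDH1-R132H (0.5 ug/mL) preincubated 30 min with compound, then NADPH (0.016 mM) and alpha-KG (2 mM) added; 80 min at RT, pH 7.5. Remaining NADPH coupled via diaphorase/resazurin to fluorescence (540/590 nm); concentration-response curves normalized to no-enzyme control.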
USP1-UAF1 inh: Inhibitors of USP1/UAF1: Primary Screen; Ubiquitin carboxyl-terminal hydrolase 1 (Homo sapiens), O94782; recombinant USP1/UAF1, Ub-Rhodamine cleavage fluorescence; Potency, µM (top dose mostly 57.1 µM), for the others: at the highest dose activity change, negative = inhibition, actives largely listed as inhibitors; 390,000 compounds, 0.23% hits; further: potency means the concentration at half of the fitted maximal effect; on the % scale 0 is the no-effect control and ±100 the full control effect; nearly all actives have a fitted effect of over 60% in size; inactives centre near -12
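1 nM enzyme complex + cpd, 15 min RT; start with Ub-Rho 150nM final; kinetic fluorescence ex 480/em 540, 6 reads q60 s. Buffer 50mM HEPES pH 7.8, 0.5mM EDTA, 0.1 mg/ml BSA, 1mM TCEP, 0.01% Tween-20.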
PGK inhibitor: qHTS Assay to Find Inhibitors of Phosphoglycerate Kinase; PGK/GAPDH coupled, Kinase-Glo luminescence, 60 min; 380,000 compounds, 0.043% hits; Potency, µM (highest dose often 57.5 µM), without a hit: at the highest dose activity change, negative = inhibition, usual class: inhibitors; AID 602233, 2012; further: potency means the concentration at half of the fitted maximal effect; on the % scale 0 is the no-effect control and ±100 the full control effect; nearly all actives have a fitted effect of over 60% in size
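Luminescent ATP detection (Kinase-Glo Plus) follows a 60-minute room-temperature incubation, with wells lacking PGK as controls. Buffer: 100 mM TEA (pH 7.6), 5 mM MgCl2, 0.01% Tween-20. Coupling enzyme GAPDH (100 nM final) supplies unstable 1,3-BPG in-well.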
rTrxR1 inhibitor: qHTS Assay for Inhibitors of Mammalian Selenoprotein Thioredoxin Reductase 1 (TrxR1): qHTS; 390,000 compounds, 1% hits; Potency, µM (series often up to 114 µM), inactives show top-dose activity change, negative = inhibition, usual class: inhibitors; recombinant rTrxR1, NADPH fluorescence consumption, selenite substrate; further: potency means the concentration at half of the fitted maximal effect; on the % scale 0 is the no-effect control and ±100 the full control effect; nearly all actives have a fitted effect of over 65% in size
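Rat TrxR1 (90 nM in the dispensed reagent) was pre-reduced with 400 uM NADPH for 5 min at room temperature, then incubated with compound for 15 min. After 400 uM selenite was added, NADPH fluorescence (Ex 340/Em 450 nm) was followed for 8 min.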
GLS inhibitor: qHTS for Inhibitors of Glutaminase (GLS) | Glutaminase kidney isoform, mitochondrial (Homo sapiens), O94925 | GLS enzymatic activity, qHTS titration | Potency, µM (titrated, usually from 45.5 µM), for the others: at the top dose activity change, negative = inhibition, hits mostly inhibitors | 410,000 compounds, 0.21% hits; further: potency means the concentration at half of the fitted maximal effect; on the % scale 0 is the no-effect control and ±100 the full control effect
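Glutamate formation by hKGA was monitored fluorometrically using coupled glutamate oxidase, HRP and Amplex Red. Substrate was added as 1 mM L-glutamine solution; incubation was 30 min at RT after an initial read.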
PI4K2A inh: qHTS for small molecular inhibitors of PI4K2A. Phosphatidylinositol 4-kinase type 2-alpha (Homo sapiens), Q9BTU6. purified PI4K2A, ADP-Glo luminescence, 1 h; active compounds read low. activity change, negative = inhibition, % at 76.9 µM. 420,000 compounds, 0.13% hits; in the data active means activity change below about -50%; inconclusive means mostly about -30% to -49%;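 further: -100% = wells without enzyme as full effect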
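In this quantitative HTS, ADP production by PI4K2A was quantified luminescently after 1 h at ambient temperature; 100 microM adenosine served as plate-quality control.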
HP1b binding inh: HTS for Inhibitors of HP1-beta Chromodomain Interactions with Methylated Histone Tails; Chromobox protein homolog 1 (Homo sapiens), P83916; AlphaScreen HP1-beta / biotin-H3K9me3 peptide binding; Potency, µM (doses to about 114 µM), for inactives: at the top dose activity change, negative = inhibition, usual class: inhibitors; 390,000 compounds, 0.56% hits; AID 540317, 2011; further: potency means the concentration at half of the fitted maximal effect; nearly all actives have a fitted effect of over 70% in size; inactives centre near 23
Target sequence (P83916 whole entry, looked up): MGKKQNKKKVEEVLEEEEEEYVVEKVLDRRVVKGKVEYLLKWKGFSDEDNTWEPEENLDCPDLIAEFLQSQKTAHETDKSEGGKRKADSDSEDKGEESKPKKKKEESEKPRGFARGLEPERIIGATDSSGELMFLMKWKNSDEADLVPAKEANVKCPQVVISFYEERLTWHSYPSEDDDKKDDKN
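Compound inhibition of the preformed complex between 50 nM HP1-beta and 50 nM biotinylated H3K9me3 peptide was read by AlphaScreen. Buffer was PBS pH 7.4 with 0.01% Tween-20. Incubations ran 30 min at room temperature, with 10 ug/mL donor/acceptor beads.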
Starred values were filed as active, the others as inactive; [ ] = remark or other dose. Unless noted, the call rests on the fitted dose curve; in most records, active means well fitted curve in the direction sought with a large enough effect; inconclusive means small, poorly fitted or top-dose-only effect, or another doubt; inactive means no such curve, though single readings can be large; an effect the other way counts as inactive or inconclusive. This is a subset; count on the stated rates, not on these rows.

Screening CCn1nc(C)c(CN2CCC(n3nccc3NC(=O)c3ccccc3OC)CC2)c1C returned TrxR1 substrate -6%, Pin1 inh -6%, IDH1 R132H inh 2%, USP1-UAF1 inh -13%, PGK inhibitor -7%, rTrxR1 inhibitor -17%, GLS inhibitor -6%, PI4K2A inh 9 and HP1b binding inh 33%.
Cc1nn(-c2ccc(C(=O)O)cc2)c(C)c1Oc1ccccc1O was read as TrxR1 substrate -4%, Pin1 inh 1%, IDH1 R132H inh 2%, USP1-UAF1 inh -8%, rTrxR1 inhibitor 21%, GLS inhibitor 32%[activator], PI4K2A inh -1 and HP1b binding inh 32%.
For O=C1C(NS(=O)(=O)c2ccc(Br)cc2)=C(N2CCCCC2)C(=O)c2ccccc21 the results were TrxR1 substrate -4%, Pin1 inh -3%, IDH1 R132H inh 4%, USP1-UAF1 inh inconclusive, PGK inhibitor -21%, rTrxR1 inhibitor 4%, GLS inhibitor 30%[activator], PI4K2A inh inconclusive and HP1b binding inh 10µM*.
Screening Cc1cccc2nc(-c3cccc(NC(=O)c4ccc(Cl)cc4)c3)cn12 returned TrxR1 substrate 6%, Pin1 inh 35%[activator], IDH1 R132H inh -2%, USP1-UAF1 inh -25%, PGK inhibitor -5%, rTrxR1 inhibitor 10%, GLS inhibitor -11%, PI4K2A inh 1 and HP1b binding inh 21%.
`O=C(COC(=O)c1cc([N+](=O)[O-])ccc1N1CCOCC1)Nc1cc(F)ccc1F` gave TrxR1 substrate 2%[57.1 µM], Pin1 inh -8%, IDH1 R132H inh 0%, USP1-UAF1 inh -17%, PGK inhibitor inactive, rTrxR1 inhibitor 7%[57.1 µM], GLS inhibitor -1%, PI4K2A inh -2 and HP1b binding inh -8%.
CC[C@]12c3[nH]c4cc(-c5ccco5)ccc4c3CCN1C(=O)[C@@H](CC(=O)NCc1ccc(OC)c(OC)c1)C[C@@H]2C(=O)N1CCN(C(=O)C2CC2)CC1 was read as TrxR1 substrate 35%[activator], Pin1 inh 18%, IDH1 R132H inh -7%[38.3 µM], USP1-UAF1 inh -30%, PGK inhibitor 5%, rTrxR1 inhibitor 2%, GLS inhibitor -1%, PI4K2A inh 0 and HP1b binding inh -12%.
`O=C(Nc1ccccc1F)N(CCCN1CCOCC1)Cc1cc2cc3c(cc2[nH]c1=O)OCCO3` gave TrxR1 substrate 60%[activator], Pin1 inh 2%, IDH1 R132H inh 11%, USP1-UAF1 inh -21%, PGK inhibitor 0%, rTrxR1 inhibitor -1%, GLS inhibitor -2%, PI4K2A inh -15 and HP1b binding inh 30%.
Screening NC(=O)CSc1nnc(NC(=O)c2ccc(S(=O)(=O)N3CCOCC3)cc2)s1 returned TrxR1 substrate -11%, Pin1 inh 2%, IDH1 R132H inh -1%, USP1-UAF1 inh -11%, PGK inhibitor inactive, rTrxR1 inhibitor 1%, GLS inhibitor -2%, PI4K2A inh -2 and HP1b binding inh 38%.
`Cc1ccc(N(CC(=O)Nc2ccc(F)c(Cl)c2)S(=O)(=O)c2c(C)noc2C)cc1` gave TrxR1 substrate -17%, Pin1 inh -1%, IDH1 R132H inh 4%, USP1-UAF1 inh -17%, PGK inhibitor -3%, rTrxR1 inhibitor -5%, GLS inhibitor 2%, PI4K2A inh 2 and HP1b binding inh 53%[activator].
C=CCOC(=O)C1=C(C)OC(N)=C(C#N)C1c1ccccc1F (centres undefined) was read as TrxR1 substrate -3%[57.1 µM], Pin1 inh 2%, IDH1 R132H inh -1%, USP1-UAF1 inh 2%, PGK inhibitor 1%, rTrxR1 inhibitor -13%[57.1 µM], GLS inhibitor 15%, PI4K2A inh 11 and HP1b binding inh 42%[activator].
`COc1ccc(N(C(=O)Cc2cccs2)C(C(=O)NC2CCCCC2)c2cccn2C)cc1` (centres undefined) gave TrxR1 substrate -1%, Pin1 inh 5%, IDH1 R132H inh inconclusive, USP1-UAF1 inh -5%, PGK inhibitor 5%, rTrxR1 inhibitor 4%, GLS inhibitor 13%, PI4K2A inh 8 and HP1b binding inh 14%.
Screening COCCNC(=O)CCc1c(C)nc2c(c(C)nn2-c2ccc(C)c(C)c2)c1C returned TrxR1 substrate 42%[activator], Pin1 inh 1%, IDH1 R132H inh 11%, USP1-UAF1 inh -22%, rTrxR1 inhibitor 15%, GLS inhibitor -18%, PI4K2A inh 1 and HP1b binding inh 63%[activator].
`CC(C)N1CCN(Cc2ccc(C#CCCO)cc2)CC1CCO` (centres undefined) gave TrxR1 substrate -2%, Pin1 inh -4%, IDH1 R132H inh -10%, USP1-UAF1 inh -12%, PGK inhibitor -1%, rTrxR1 inhibitor 16%, GLS inhibitor -4%, PI4K2A inh -3 and HP1b binding inh 24%.
`COc1cc(-c2noc(-c3ccc(N(C)C)c([N+](=O)[O-])c3)n2)cc(OC)c1OC` gave TrxR1 substrate -3%, Pin1 inh -6%, IDH1 R132H inh 13%, USP1-UAF1 inh -23%, PGK inhibitor inactive, rTrxR1 inhibitor -12%, GLS inhibitor -4%, PI4K2A inh -10 and HP1b binding inh 24%.
`CSc1sc(C(=O)O)c2c1C(=O)CC(C)(C)C2` gave TrxR1 substrate -2%, Pin1 inh -5%, PGK inhibitor 1%, rTrxR1 inhibitor 13%, GLS inhibitor 5%, PI4K2A inh 2 and HP1b binding inh 9%.
For CCCC[C@@H]1CCCO[C@@](C(=O)NCc2ccccc2)(C(F)(F)F)C1 the results were TrxR1 substrate 0%, Pin1 inh inconclusive, rTrxR1 inhibitor 17% and HP1b binding inh 24%.
Screening COc1ccc(CN(C(=O)CN2C(=O)C(C)Oc3ccccc32)C2CCCC2)c(OC)c1 (centres undefined) returned TrxR1 substrate 2%, Pin1 inh -5%, IDH1 R132H inh -1%, USP1-UAF1 inh -6%, PGK inhibitor -2%, rTrxR1 inhibitor 11%, GLS inhibitor 1%, PI4K2A inh 5 and HP1b binding inh 6%.
For CCOC(=O)c1ccc(S(=O)(=O)NCCN(CC)CC)cc1 the results were TrxR1 substrate -4%, Pin1 inh -11%, IDH1 R132H inh -4%, USP1-UAF1 inh -5%, PGK inhibitor 5%, rTrxR1 inhibitor 6%, GLS inhibitor 9%, PI4K2A inh -20 and HP1b binding inh 11%.
For Cc1ccc(Cl)cc1NC(=O)CON=C(N)c1ccccc1 the results were TrxR1 substrate -1%[57.1 µM], Pin1 inh 0%, IDH1 R132H inh -1%, USP1-UAF1 inh -5%, PGK inhibitor -7%, rTrxR1 inhibitor 4%[57.1 µM], GLS inhibitor 1%, PI4K2A inh -1 and HP1b binding inh 8%.
For CN(Cc1cnc2nc(N)nc(N)c2n1)c1ccc(C(=O)NC(CCC(=O)O)C(=O)O)cc1C(F)(F)F (centres undefined) the results were TrxR1 substrate 8%, Pin1 inh inconclusive, IDH1 R132H inh 2%, USP1-UAF1 inh -2%, PGK inhibitor -3%, rTrxR1 inhibitor -8%, GLS inhibitor 12%, PI4K2A inh -1 and HP1b binding inh 16%.
COc1cc(C(=O)N/C(=C\c2cn(C)c3ccccc23)C(=O)NCCCN2CCOCC2)cc(OC)c1OC was read as TrxR1 substrate 0%[57.1 µM], Pin1 inh 12%, IDH1 R132H inh -11%, USP1-UAF1 inh -2%, PGK inhibitor 4%, rTrxR1 inhibitor -28%[57.1 µM], GLS inhibitor 33%[activator], PI4K2A inh 1 and HP1b binding inh 23%.
COc1cc(C(=O)NCc2ccccn2)ccc1OCc1c(C)noc1C was read as TrxR1 substrate -6%, Pin1 inh -4%, IDH1 R132H inh 5%, USP1-UAF1 inh -6%, PGK inhibitor -5%, rTrxR1 inhibitor -10%, GLS inhibitor -2%, PI4K2A inh 2 and HP1b binding inh 51%[activator].
CC1=C(c2ccc(C)cc2)S(=O)(=O)N(Cc2ccc(C(=O)Nc3ccc(F)cc3C)cc2)C1=O was read as TrxR1 substrate -8%[57.1 µM], Pin1 inh 7%, USP1-UAF1 inh -6%, rTrxR1 inhibitor -2%[57.1 µM], GLS inhibitor -5%, PI4K2A inh -4 and HP1b binding inh -17%.
For COc1ccccc1C(=O)NCCC(=O)NCc1ccncc1 the results were TrxR1 substrate 0%, Pin1 inh -1%, IDH1 R132H inh 1%, USP1-UAF1 inh -10%, PGK inhibitor 3%, rTrxR1 inhibitor -2%, GLS inhibitor 5%, PI4K2A inh 0 and HP1b binding inh 30%.

Screening results deposited in PubChem by National Center for Advancing Translational Sciences (NCATS).
